Screening data: PubChem, National Center for Advancing Translational Sciences (NCATS)
BLM helicase inh: blocks DNA unwinding by human BLM helicase; AID 2528; hit rate 0.2% among 350,000; recombinant BLM DNA unwinding, fluorescence dequenching; P54132; Potency, µM (series often up to 56.1 µM), inactives show at the top dose activity change, negative = inhibition, most hits filed as inhibitors;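 also: potency is read from the fitted curve at half-maximal effect; plate controls were vehicle for no effect and no enzyme for full effect; nearly all actives have a fitted effect of over 35% in size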
Pol iota inh: blocks human DNA polymerase iota activity; hit rate 1% among 390,000; Potency, µM (doses to about 115 µM), for the others: at the highest dose activity, negative = inhibition, most hits filed as inhibitors; AID 588590; Pol iota fluorescent replication assay, 10 min; also: potency is read from the fitted curve at half-maximal effect
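Pol iota at 10 nM preincubated 15 min with compounds at room temperature; reaction started with fluorescent substrate, 50 nM final. Fluorescence read kinetically at 0 and 10 min; buffer-only wells as negative control.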
TRHR ag: activates the human TRH receptor; P34981; TRHR cells, calcium flux fluo-8, FDSS agonist mode; activation, % at 2 µM; hit rate 0.18% among 360,000; in the data active = activation above about 30%; also: 0% is about no effect
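In this calcium-flux screen, cells bearing human TRHR are dye-loaded with fluo-8, baselined for 10 cycles, then exposed to library compounds; positive kinetic calcium responses during the agonist phase mark hits, with TRH as control.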
APEX1 inh: blocks human APE1 abasic DNA cleavage; P27695; recombinant APE1, TAMRA/BHQ-2 abasic DNA cleavage fluorescence; Potency, µM (highest dose often 65.8 µM), for inactives: at the highest dose activity change, negative = inhibition, actives largely listed as inhibitors; hit rate 0.35% among 350,000; AID 2517;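 also: potency is read from the fitted curve at half-maximal effect; plate controls were vehicle for no effect and reference inhibitor for full effect; nearly all actives have a fitted effect of over 55% in size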
Target sequence (P27695 whole entry, looked up): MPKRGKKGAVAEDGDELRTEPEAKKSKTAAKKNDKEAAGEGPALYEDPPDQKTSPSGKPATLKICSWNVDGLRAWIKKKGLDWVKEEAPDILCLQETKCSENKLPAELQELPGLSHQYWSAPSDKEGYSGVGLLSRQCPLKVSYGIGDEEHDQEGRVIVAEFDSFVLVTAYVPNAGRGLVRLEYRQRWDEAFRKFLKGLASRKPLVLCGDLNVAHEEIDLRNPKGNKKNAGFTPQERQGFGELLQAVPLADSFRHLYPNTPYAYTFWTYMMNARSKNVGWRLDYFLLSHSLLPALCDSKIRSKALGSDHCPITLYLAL
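Activity was derived from the fluorescence gain between first and third kinetic reads (60 s intervals, ex 525/em 598 nm) after 50 nM THF-abasic TAMRA/BHQ-2 duplex was added to 0.75 nM APE1 preincubated 15 min with compound.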
POLK inh: inhibitors of human DNA polymerase kappa | purified Pol kappa, fluorescent DNA synthesis assay, 10 min | AID 588579 | hit rate 0.53% among 400,000 | Potency, µM (highest dose often 107 µM), for the others: at the highest dose activity, negative = inhibition, actives largely listed as inhibitors; also: potency is read from the fitted curve at half-maximal effect; % is scaled to controls: 0 for no effect and ±100 for the full control effect
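Enzyme at 10 nM met test compounds for 15 min at room temperature. Substrate addition (50 nM final) began the reaction, which was monitored by fluorescence at 0 and 10 min.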
Pol beta inh: inhibitors of human DNA polymerase beta. Pol beta primer extension/strand displacement, fluorescence kinetic. P06746. AID 485314. Potency, µM (titrated, usually from 114 µM), for the others: top-dose activity change, negative = inhibition, usual class: inhibitors. hit rate 1.3% among 340,000; also: potency is read from the fitted curve at half-maximal effect; % is scaled to controls: 0 for no effect and ±100 for the full control effect
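Pol beta (10 nM) was preincubated with compound for 15 min at room temperature. The reaction was then started with 50 nM substrate and read immediately and after a further 10 min at room temperature.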
12-LOX inh: inhibitors of human 12S-lipoxygenase ALOX12. P18054. purified 12hLO, xylenol orange hydroperoxide absorbance. Potency, µM (highest dose often 108 µM), inactives show at the highest dose activity change, negative = inhibition, most hits filed as inhibitors. hit rate 1.1% among 580,000. AID 1671190; also: potency is read from the fitted curve at half-maximal effect; % is scaled to controls: 0 for no effect and ±100 for the full control effect
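Purified human 12hLO at 150 nM in 25 mM Hepes, 0.01% Triton X-100, pH 7.0, preincubated 15 min at room temperature with compound. Reaction started with 40 uM arachidonic acid, 30 min at room temperature. Hydroperoxide measured by Fe-xylenol orange, 573/405 nm absorbance ratio.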
Apoferritin bind: candidate novel general anesthetic via apoferritin binding. P02791. apoferritin/1-aminoanthracene competitive binding, fluorescence. Potency, µM (titrated, usually from 77.5 µM), without a hit: at the top dose activity change, negative = displacement, most hits filed as inhibitors. hit rate 0.074% among 350,000; also: potency is read from the fitted curve at half-maximal effect; % is scaled to controls: 0 for no effect and ±100 for the full control effect; nearly all actives have a fitted effect of over 20% in size
Target sequence (P02791 2-175 limits assumed): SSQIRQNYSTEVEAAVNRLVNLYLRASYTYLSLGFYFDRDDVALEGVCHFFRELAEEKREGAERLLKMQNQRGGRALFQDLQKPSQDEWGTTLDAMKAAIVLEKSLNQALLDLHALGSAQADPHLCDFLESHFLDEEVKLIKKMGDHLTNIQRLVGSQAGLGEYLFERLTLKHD
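In PBS, apoferritin at 10 uM is loaded with 1-AMA from a 50% saturated solution. After 10 min of compound exposure at ambient temperature, reduced 535 nm fluorescence indicates probe displacement.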
ERG-DNA inh: ERG Ets/DNA interaction inhibition. hit rate 0.028% among 370,000. P11308. fluorescence polarization, His-ERG Ets domain / labelled DNA. Potency, µM (doses to about 76.9 µM), for the others: at the highest dose FP activity, negative = inhibition, hits mostly inhibitors; active = well fitted inhibition curve with a large enough effect in the polarisation, with a control signal flat; inconclusive = small, poorly fitted or top-dose-only effect, or effect the other way, or a change in a side signal; inactive = no such curve, though single readings can be large or run the other way; the % refers to the polarisation;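 also: polarization taken with two DNA probes labelled with fluorescein and Texas red; potency is read from the fitted curve at half-maximal effect; % of control where 0% means no effect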
Target sequence (P11308 whole entry, looked up, the tested form may be a part): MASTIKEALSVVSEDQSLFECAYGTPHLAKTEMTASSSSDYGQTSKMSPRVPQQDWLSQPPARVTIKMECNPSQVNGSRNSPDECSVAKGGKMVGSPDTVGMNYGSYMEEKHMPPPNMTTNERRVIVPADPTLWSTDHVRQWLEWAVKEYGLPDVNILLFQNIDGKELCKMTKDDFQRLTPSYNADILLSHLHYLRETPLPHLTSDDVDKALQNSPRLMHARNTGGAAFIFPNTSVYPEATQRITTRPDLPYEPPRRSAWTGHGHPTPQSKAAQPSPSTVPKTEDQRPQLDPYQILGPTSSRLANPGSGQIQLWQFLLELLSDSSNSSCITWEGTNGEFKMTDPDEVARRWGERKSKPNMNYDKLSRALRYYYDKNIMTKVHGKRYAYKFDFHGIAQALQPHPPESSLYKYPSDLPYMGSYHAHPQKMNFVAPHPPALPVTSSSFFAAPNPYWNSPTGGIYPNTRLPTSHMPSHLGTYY
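His-tagged ERG Ets domain (1 uM in the protein solution; 300mM KCl, 50mM Tris-HCl, 1mM EDTA, 1mM DTT, pH 7.5) received compound, then a probe mix of 5 nM fluorescein-DNA and 100nM Texas-615-DNA. Fluorescence polarization was read for both dyes.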
Numbers without * were called inactive; ? = inconclusive; / = not tested or not shown; & = joins results of further samples; [ ] = remark or other dose. Unless noted, calls follow the shape of the dose curve; as a rule, active = well fitted curve in the direction sought with a large enough effect; inconclusive = small, poorly fitted or top-dose-only effect, or another doubt; inactive = no such curve, though single readings can be large; an effect the other way counts as inactive or inconclusive. The list is partial; the hit share may differ from the screen's.

BLM helicase inh	Pol iota inh	TRHR ag	APEX1 inh	POLK inh	Pol beta inh	12-LOX inh	Apoferritin bind	ERG-DNA inh	Molecule
0%	7%	0.3	13%	3%	52%	0%	-7%	23%	CCn1cc(CN2CCC(Oc3ccc(C(=O)N4CCCCC4)cc3)CC2)cn1
-12%	-16%	-0.2	/	-6%	15%	-12%	-7%	-5%	COc1cc(C(=O)NCCSc2c(-c3ccccc3)[nH]c3ccccc23)cc(OC)c1OC
-2%	10%	0.1	2%	-2%	26%	-3%	-9%	-6%	O=C(COC(=O)c1cccc(S(=O)(=O)N2CCOCC2)c1)NCCc1ccccc1
-9%	5%	-1.0	1%	-4%[60.1 µM]	15%	-6%	-9%	/	O=C(CSc1nnnn1-c1cccc2c1CCCC2)N1CCOCC1
0%	12%	1.4	1%	-2%	-7%	171%[activator]	6%	4%	CCOC(=O)CCCCC(=O)NC(CO)C(=O)NC (stereo not given)
3%	11%	0.0	2%	-3%	3%	-11%	-4%	-4%	NNC(=O)c1cccc(O)c1
/	0%	1.1	29%	9%	/	-3%	/	4%	COc1ccc(CCNC(=O)c2ccc(Cl)c(S(=O)(=O)N3CCCCCC3)c2)cc1
-4%	-14%	-0.4	22%	-7%	15%	-13%	-6%	7%	CCCSc1nc2c3c(sc2c(=O)[nH]1)CC(C)(CC)OC3 (stereo not given)
/	9%	/	/	-7%	/	9%	/	-13%	C=CCOc1ccc2c(c1)CCC1C2CCC2(C)C(O)C(O)CC12 (stereo not given)
-1%	129%[activator]	-0.1	-1%	-3%	9%	?	-1%	15%	CCN(CC)CCOCCOC(=O)C(CC)(CC)c1ccccc1
-6%	44%[activator]	-0.8	-3%	?	0%	5%	-18%	-5%	C=CCN1C(=Nc2ccccc2)SC/C1=C\C(=O)OC
-6%	?	0.1	1%	-16%	-2%	-3%	-6%	1%	O=C(CS(=O)(=O)Cc1ccccc1)NCc1ccco1
-4%	10%	-0.7	0%	-1%	-1%	62%[activator]	-9%	-10%	Cc1cc(C)cc(NC(=O)N(CCC#N)Cc2cccs2)c1
-9%	224%[activator]	0.6	-2%	-6%	27%	20%	-19%	12%	COc1ccc(-n2c(C)cc(-c3csc(NC(=O)c4ccc(S(=O)(=O)N(C)C)cc4)n3)c2C)cc1
-7%	148%[activator]	-0.2	-1%	-5%	-9%	25%	-17%	3%	O=C(COC(=O)CCSc1ccccc1)NCc1ccc(F)cc1
-9%	?	-0.3	4%	-21%	14%	-2%	9%	0%	O=S(=O)(c1ccccc1)c1nc(-c2ccco2)oc1Nc1ccccc1
/	-16%[58.9 µM]	/	/	-11%	/	11%	/	4%	Nc1c(N=O)c(=O)[nH]c(=O)n1-c1ccccc1
2%	-7%	1.4	-1%	5%	-5%	-6%	-6%	1%	Cc1ccc(-c2cc(C(=O)Nc3c(C)n(C)n(-c4ccccc4)c3=O)no2)cc1
5%	-13%	0.7	5%	-7%	?	-12%	0%	-1%	NC(N)=Nc1ccc(N=C(N)N)cc1
3%	17%	0.9	38%	3%	44%	6%	-5%	9%	CCn1cc(C(=O)N[C@@H](C)C(=O)NCCCn2ccnc2)c(=O)c2cc3c(cc21)OCO3

A section from the list above, for reference:
BLM helicase inh	Pol iota inh	TRHR ag	APEX1 inh	POLK inh	Pol beta inh	12-LOX inh	Apoferritin bind	ERG-DNA inh	Molecule
5%	-13%	0.7	5%	-7%	?	-12%	0%	-1%	NC(N)=Nc1ccc(N=C(N)N)cc1
3%	17%	0.9	38%	3%	44%	6%	-5%	9%	CCn1cc(C(=O)N[C@@H](C)C(=O)NCCCn2ccnc2)c(=O)c2cc3c(cc21)OCO3

Later entries:
BLM helicase inh	Pol iota inh	TRHR ag	APEX1 inh	POLK inh	Pol beta inh	12-LOX inh	Apoferritin bind	ERG-DNA inh	Molecule
-2%	25%	-0.2	/	-6%[60.1 µM]	8%	-5%	-8%	0%	O=C(Cc1ccc(Cl)cc1)NC1CC(=O)N(c2ccc3c(c2)OCCO3)C1 (stereo not given)
-4%	-3%	0.6	25%	-8%	14%	6%	-9%	63%[activator]	COc1ccc(OC)c(NC(=O)CCNC(=O)c2ccco2)c1
/	27%	/	/	-13%	/	329%[activator]	/	2%	O=C(CN(c1cccc(Br)c1)S(=O)(=O)c1ccccc1)N/N=C/c1cc([N+](=O)[O-])ccc1O
-1%	73%[activator]	-0.4	20%	-13%	28%	?	-8%	-1%	Cc1ccc(NC(=O)C2CCN(C(=O)NCc3ccccc3)CC2)cc1C
-2%	-20%	-1.5	14%	-9%	9%	0%	-2%	9%	CCOc1ccc(S(=O)(=O)N2CCC(C(=O)NCCc3ccccc3)CC2)cc1
/	6%	/	/	-10%	/	1%	/	-5%	O=[N+]([O-])c1c(O)c(Cl)cc(Cl)c1Cl (tested in a mixture with another compound)
/	38%[activator]	/	-15%	1%	/	-12%	/	-3%	COc1ccc(-c2oc(=O)c3cc(OC)c(OC)cc3c2C#CC2(O)CCCCC2)cc1
-8%	14%	1.0	16%	-12%	9%	13%	-7%	-6%	COc1cccc(C(=O)CC(=O)C(=O)Nc2cc(Cl)c(OC)cc2OC)c1
-7%	12%	0.4	4%	-6%	19%	-6%	-7%	-4%	CC1CCc2c(sc3nc(CN4CCN(S(=O)(=O)c5ccccc5[N+](=O)[O-])CC4)[nH]c(=O)c23)C1 (stereo not given)
-4%	66%[activator]	0.2	2%	-9%	0%	0%	-6%	-4%	CC(C)Sc1sc(C(=O)O)c(-c2ccc(Cl)cc2)c1C#N
0%	170%[activator]	-1.1	4%	-3%	10%	0%	?	-10%	O=C(/C=C/c1ccccc1[N+](=O)[O-])OCC(=O)c1ccccc1
-15%	4%	0.1	/	-5%	15%	-3%	-11%	-1%	CCOC(=O)c1ccc(NC(=O)CSc2cn(CC(=O)N3CCCC3)c3ccccc23)cc1
/	59%[activator]	/	/	1%	/	0%	/	4%	CC(C)(C)S(=O)(=O)c1ccccc1-c1noc(-c2ccccc2)c1C(N)=O
-4%&-2%	83%&18%[activator]	0.0&0.0	31%	-1%&-1%	45%&0%	2%&-5%	5%&7%	0%&6%	Cc1cc(C)n2nc(SCC(=O)Nc3ccc(O)cc3)nc2n1
2%	20%	-1.2	0%	2%	-1%	15%[57.4 µM]	-14%	-3%	Cc1ccccc1Cn1ccc(NC(=O)c2onc(C)c2Cl)n1
-9%	-8%	0.1	-3%	2%	-2%	0%	-20%	-1%	CC(C)(C)c1ccc(C(=O)Cn2cnnc2C#N)cc1
2%	5%	-0.1	-7%	7%	24%	-14%	-4%	-1%	CCC(C)Sc1nnc(Cc2cc(=O)[nH]c(=O)[nH]2)n1-c1ccc(OC)cc1 (stereo not given)
-4%	8%	0.2	8%	1%	18%	0%	?	-8%	COc1cccc(NC(=O)CN(C)C(=O)c2ccc3ccccc3c2)c1
-1%	9%	-0.2	8%	1%	-4%	-9%	-5%	-9%	O=C(Oc1cncc(Cl)c1)c1ccco1
-4%	45%[activator]	-0.1	-1%	-10%	0%	2%	-4%	-5%	O=S(=O)(Nc1ccc(N2CCOCC2)cc1)c1ccc(F)cc1
-16%	?	6.5	-10%	-21%	?	41%[activator]	-7%	-5%	O=C(COC(=O)CCc1nc2ccccc2s1)NC(=O)NCc1ccco1
-3%	?	1.0	/	-34%	-21%	1%	-12%	2%	Cc1ccc(/C=C(\C#N)c2nc3ccccc3c(=O)[nH]2)cc1
/	131%[activator]	/	/	-13%	/	45%[activator]	/	-5%	CCOc1ccc(C(c2c(C)n(C)n(-c3ccccc3)c2=O)c2c(C)n(C)n(-c3ccccc3)c2=O)c(O)c1
-11%	43%[activator]	0.0	-7%	-4%	?	0%	-10%	-5%	COC(=O)c1c(NC(=O)c2ccc(C)cc2)csc1C
1%	28%	0.1	-1%	-5%	11%	-10%	7%	/	CCc1ccc(OCC(=O)NC(NC(=S)Nc2ccc(Cl)cc2)C(Cl)(Cl)Cl)cc1 (stereo not given)
-6%	-27%	0.8	22%	?	8%	1%	-4%	-12%	O=C(O)c1ccc(CNCc2cccc(OCc3ccc(F)cc3)c2)cc1
1%	?	-0.7	21%	14%	18%	/	1%	-4%	COC(=O)c1scc(C)c1NC(=O)c1cccc(C#N)c1
0%	17%	0.2	-2%	-19%	-15%	7%	9%	2%	Cc1ccc(/C=N/NC(=O)Cn2cnc3ccccc32)o1
-1%	-2%	-0.6	0%	-2%	19%	0%	-7%	2%	CCn1cc(C(=O)N2CCN(c3ccccn3)CC2)c2cc(OC)c(OC)cc2c1=O
-4%	85%[activator]	-0.7	11%	-2%	14%	2%	-5%	-5%	Cc1ccc(C(=O)N2CCc3ccccc32)cc1NC(=O)c1ccco1
/	7%	/	/	-7%	/	-7%	/	6%	COc1ccc(C(=O)N(Cc2ccco2)Cc2cc3cc(C)ccc3[nH]c2=O)cc1OC
-1%	-23%	0.6	-2%	-7%	42%[activator]	-57%	-10%	3%	O=C(O)CS(=O)(=O)CC(=O)O
/	2%	0.0	9%	-11%	/	125%[activator]	/	-7%	CCN(C(=O)COc1ccc(F)cc1Br)c1c(N)n(Cc2ccccc2)c(=O)[nH]c1=O
0%	29%	0.2	4%	-1%	7%	-1%	-18%	7%	CC/C(CC(C)(C)c1ccccc1)=N\O
46%[activator]	1%	0.3	/	4%	46%	6%	5%	1%	O=C(NCC1CCN(Cc2ccc(F)cc2)CC1)c1cc2ccc3cccnc3c2[nH]1
2%	/	/	3%	-7%[60.1 µM]	/	?	/	/	O=C(c1cnccn1)N1CCC2(CCCN(c3ccccc3)C2)CC1
-9%	90%[activator]	0.4	18%	-6%	26%	-14%	-1%	4%	CCOc1ccc(N(CC)C(=O)Cc2c(C(=O)O)n(C)c3ccccc23)cc1
-2%	7%	0.5	/	-10%	1%	-14%	11%	-5%	CC(=O)c1cc2c(cc1NC(=O)c1cnn(-c3ccc(C)cc3)c1-n1cccc1)OCO2
2%	9%	-1.1	?	-3%	28%	9%	-2%	-1%	Cc1cc2c3ccccc3ncn2n1
